Screening data deposited in PubChem BioAssay by several laboratories.
H69AR growth 86K – blocks growth of human H69AR lung tumor cells; H69AR lung tumor viability, ATP luminescence, 72 h; stronger effect = lower value; viability, % at 10 µM; actives 6% (n = 85,000); AID 598;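 active = viability at or below 40%; inactive = viability above 40%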;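 also: multidrug resistant small cell line overexpressing MRP-1 efflux transporter; 100% = mean luminescence of untreated control wells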
sEH act – soluble epoxide hydrolase (human) activation. P34913. purified human sEH enzymatic activity, activator screen. activation, % at 2 µM. actives 0.04% (n = 91,000). AID 717; in the data active = activation above about 37%; also: values of inactives mirror those of a sister screen read the other way
Target sequence (P34913 whole entry, looked up): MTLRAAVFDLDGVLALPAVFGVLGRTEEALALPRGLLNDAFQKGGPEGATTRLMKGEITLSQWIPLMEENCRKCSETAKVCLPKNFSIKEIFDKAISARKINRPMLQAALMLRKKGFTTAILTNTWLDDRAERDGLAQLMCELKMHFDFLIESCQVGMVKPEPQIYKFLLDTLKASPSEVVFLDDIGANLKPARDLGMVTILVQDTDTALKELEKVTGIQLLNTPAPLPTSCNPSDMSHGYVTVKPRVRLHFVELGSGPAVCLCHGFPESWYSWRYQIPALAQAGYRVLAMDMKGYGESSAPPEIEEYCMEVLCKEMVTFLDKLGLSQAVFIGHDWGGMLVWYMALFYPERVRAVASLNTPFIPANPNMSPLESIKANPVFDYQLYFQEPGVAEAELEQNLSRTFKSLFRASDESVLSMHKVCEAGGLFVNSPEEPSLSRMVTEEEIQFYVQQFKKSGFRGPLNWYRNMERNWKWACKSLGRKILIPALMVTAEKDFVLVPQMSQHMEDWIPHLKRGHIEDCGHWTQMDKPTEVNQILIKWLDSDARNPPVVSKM
Fibroblast inh – blocks proliferation of human lung fibroblasts; LL 47 human lung fibroblast viability, ATP luminescence; stronger effect = lower value; viability, % at 10 µM; actives 1.1% (n = 85,000);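 active = viability at or below 50% in the single dose screen; inactive = viability above 50%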;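 also: compound exposure lasted 72 h before the ATP readout; 100% = median luminescence of untreated cell-only wells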
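Signal: luminescent ATP detection, CellTiter-Glo; assay system: LL 47 human lung fibroblasts; input: 1,150 cells/well; incubation: overnight cell rest, 72 h compound treatment at 37 °C; measure: % viability versus median cells-only luminescence; medium: IMEM growth medium with 15% fetal bovine serum; dosing: compound addition at 0.1% DMSO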
ERa SRC1 pot – ER-alpha (human) coactivator binding potentiation; actives 1.3% (n = 86,000); TR-FRET ERalpha-LBD/SRC-Cy5 coactivator binding, 2 h; 100 = basal binding, no effect; coactivator binding (% of control), % at 25.6 µM; in the data active = activity above about 200%;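 also: binding measured in presence of low estradiol as agonist stimulus; 0% = peptide alone without receptor and 100% = receptor with peptide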
Smad3 inh – inhibitors of human Smad3 transcription factor binding. inhibition, % at 25 µM. actives 0.29% (n = 88,000). AID 630. TR-FRET Smad3/Dy647-FoxH1 peptide binding, europium anti-His. P84022;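 active = compounds that reduce the energy-transfer binding signal between the protein and its labelled peptide by more than half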;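 also: 0% = Smad3 plus labelled peptide maximal FRET and 100% = peptide-only background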
ERb SRC1 inh – ER-beta (human) coactivator binding inhibition. inhibition, % at 25.6 µM. Q92731. actives 1.3% (n = 86,000). TR-FRET ER-beta LBD / SRC1-Cy5 peptide binding; receptor agonist-loaded with 1 µM estradiol;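 active = compounds whose percent inhibition of the receptor-coactivator binding signal exceeds about 50% in the single-dose screen, limit read from the data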;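 also: 0% = receptor plus peptide wells without compound and 100% = peptide-only wells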
Calb biofilm kill – kills Candida albicans biofilms; C. albicans biofilm + clotrimazole, Alamar Blue; inhibition, % at 6 µM; actives 0.14% (n = 85,000); AID 834;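 active = inhibition above 20%; inactive = inhibition below 20%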;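 also: preformed 24 hr biofilms exposed to compound for 48 hr; 0% = biofilm without compound and 100% = blank killed by clotrimazole plus chlorhexidine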
HUVEC inhibit – inhibitors of human endothelial cell proliferation; HUVEC proliferation, CellTiter-Glo luminescence, 72 h; stronger effect = lower value; AID 648; viability, % at 10 µM (by protocol); actives 1.1% (n = 86,000);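 active = viability at or below 30%; inactive = viability above 30%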;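 also: 100% = median luminescence of DMSO-only cell control wells on each plate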
ERa SRC1 inh – blocks coactivator binding to human estrogen receptor alpha. TR-FRET ER-alpha LBD / SRC-1 peptide, estradiol-bound. inhibition, % at 25.6 µM. AID 629. actives 1.7% (n = 86,000). P03372; in the data active = inhibition above about 50%;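 also: 0% = receptor plus peptide control and 100% = peptide only without receptor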
Starred values were filed as active, the others as inactive; · = not tested or not shown; [ ] = another dose, or the depositor's remark.

SMILES	H69AR growth 86K	sEH act	Fibroblast inh	ERa SRC1 pot	Smad3 inh	ERb SRC1 inh	Calb biofilm kill	HUVEC inhibit	ERa SRC1 inh
COc1cc2c(cc1NC(=O)CSc1nnc(Cc3cccs3)n1C)oc1ccccc12	3.9*	-1	94	103[fluorescence artefact?]	9	21[fluorescence artefact?]	7	58	20[fluorescence artefact?]
COC(=O)C(OC(=O)c1ccc(OC)cc1)C(=O)OC	94	2	98	121	3	-1	-3	94	2
COc1cccc(-c2nn(C)c3sc(C(=O)Nc4ccc5c(c4)OCCO5)cc23)c1	73	·	95	95	4	2	7	66	6
CCOC(=O)N1CCN(C(c2cccc(OC)c2)c2sc3nc(C)nn3c2O)CC1 (stereo not drawn)	102	-8	104	114	6	-13[fluorescence artefact?]	2	96	9[fluorescence artefact?]
CCN1CCN(Cc2ccc(OCc3ccccc3)c(OC)c2)CC1	52	1	103	92	8	2	1	105	-3
Cc1c(N/C=C/C(=O)c2ccc(Cl)cc2)c(=O)n(-c2ccccc2)n1C	103	16	92	105	15	-7	0	83	3
CCCn1c(SC2C(=O)CC(C)(C)CC2=O)nc2c1c(=O)n(C)c(=O)n2C	89	1	98	131[fluorescence artefact?]	4	-6	4	91	-11
CS(=O)(=O)N(Cc1ccccc1)c1ccc(C(=O)NCCSCc2ccco2)cc1	85	-2	98	93	1	3	8	68	5
CCOc1ccc(OCC)c(NC(=O)CCCN2C(=O)c3cccnc3C2=O)c1	99	21	94	91[fluorescence artefact?]	7	11	5	85	3
CCOC(=O)C(C)n1cnc2sc3c(c2c1=O)CCC3 (stereo not drawn)	82	5	96	108[fluorescence artefact?]	21[fluorescence artefact?]	41[fluorescence artefact?]	4	108	17[fluorescence artefact?]
Cc1ccc(C(=O)N/N=C/c2ccc(S(=O)(=O)O)o2)c(Cl)c1	94	8	98	93	6	-2	7	95	0
O=C(Nc1ccc2c(c1)OCO2)c1noc2c1CCCCC2	92	-3	91	108[fluorescence artefact?]	-10	-4	-1	98	-5
O=C(Nc1ccccc1)N1CCCC(c2nc(-c3cccs3)no2)C1 (stereo not drawn)	85	·	102	123	5[fluorescence artefact?]	3	8	95	-7
Cc1ccc(NC(=O)c2ccc(OC(=O)c3cc4ccccc4o3)cc2)cc1	78	6	90	124	5	12[fluorescence artefact?]	4	86	29[fluorescence artefact?]
CC(C)CC(=O)NCCc1ccncc1	103	1	107	75	1	27	8	96	21
O=C(c1cccc(N2CCCC2=O)c1)N1CCOCC1	110	-11	106	110	-6	-3	8	100	8
O=c1[nH]c2cc3c(cc2cc1C(c1nnnn1C1CCCCC1)N1CCSCC1)OCCO3 (stereo not drawn)	2.0*	-8	28*	254*[fluorescence artefact?]	44[fluorescence artefact?]	35[fluorescence artefact?]	10	86	21[fluorescence artefact?]
CCC(C)NC(=O)C1(C)CCC(=O)N1Cc1ccccc1OC (stereo not drawn)	94	7	101	119	-8	-3	6	95	2
COc1ccc(S(=O)(=O)NCc2ccc3c(c2)cc(C)n3C)cc1	88	10	98	102[fluorescence artefact?]	-7	4	15	103	21
CC(=O)N(CCC(c1ccccc1)c1ccco1)Cc1cccs1 (stereo not drawn)	79	·	94	74	-14	-4	5	102	-6
COc1ccc(CNc2cc(C)ccc2C)c(OC)c1OC	83	-11	94	108[fluorescence artefact?]	14[fluorescence artefact?]	-6	7	112	-13
CCNc1nc(SCCOc2ccccc2)nc(N(C)C)n1	90	-20	76	93	-15	10	10	102	33
O=C(c1ccco1)N1CCN(c2nc(C(F)(F)F)nc3c2nnn3Cc2ccccc2)CC1	79	14	98	112	4	-4	6	78	0
CC1(C)CC(=O)N(CC(=O)O)c2ccccc2S1	100	16	98	119	1	-4	1	96	-1
Cn1c(NCc2ccccc2Cl)nc2ccccc21	87	·	86	91	-12	2[fluorescence artefact?]	0	98	-7

Carrying on.
SMILES	H69AR growth 86K	sEH act	Fibroblast inh	ERa SRC1 pot	Smad3 inh	ERb SRC1 inh	Calb biofilm kill	HUVEC inhibit	ERa SRC1 inh
CCN(CC)S(=O)(=O)c1cccc(C(=O)Nc2sc3c(c2C(N)=O)CCCC3)c1	85	-3	96	94	3	-10	2	81	-10
C=CCOC(=O)C1=C(C)NC2(O)c3ccccc3C(=O)C12O (stereo not drawn)	84	·	107	86	40	-13	10	109	0
COc1ccc(OC)c(C(=O)Cn2nnc3ccccc3c2=O)c1	90	-6	91	133	6	-3[fluorescence artefact?]	7	98	-5
CC1(C)Cc2c(oc3ncn4ncnc4c23)CO1	89	15	99	104	-4	-2[fluorescence artefact?]	5	101	6[fluorescence artefact?]
O=C(O)CCCC(=O)N(Cc1ccccc1)Cc1ccccc1	86	·	101	111	11	-2	4	87	-1
CC(C)Oc1ccc(C(=O)N2CCCc3ccccc32)cc1	79	1	102	109[fluorescence artefact?]	0	-7	·	103	-5
O=c1[nH]c(=S)[nH]nc1Cc1ccccc1	102	-1	105	128[fluorescence artefact?]	9	-2	5	98	4
NC(=O)c1ccccc1NC(=O)c1ccccc1F	92	·	109	121	-1	-6	6	103	-3
CCOCCc1nnc(NC(=O)Cc2ccc(Br)cc2)s1	92	-7	107	83	0	2	4	91	7[fluorescence artefact?]
CCC1(C)Cc2c(sc3c2c(=O)n(C)c2nnc(SCc4ccccc4)n32)CO1 (stereo not drawn)	15*	2	100	191	0	10	10	70	2
Cn1cnnc1SC(C(=O)Nc1ccc(F)cc1)c1ccccc1 (stereo not drawn)	88	15	95	125	-14	3[fluorescence artefact?]	4	89	6[fluorescence artefact?]
N#Cc1ccccc1NC(=O)c1ccc(-c2ccccc2Cl)o1	64	5	96	152	2	-15[fluorescence artefact?]	8	78	-9
CN1C(=S)SC(N(O)C(=O)Nc2cccc3ccccc23)C1(C)C (stereo not drawn)	88	-2	100	102	-7	-11	4	84	1
O=C(CSc1nc2c(sc3ccccc32)c(=O)n1CCO)NCC1CCCO1 (stereo not drawn)	85	-4	93	93	6	-14	-9	95	-6
Cc1ccc(CS(=O)(=O)CCC(=O)NCc2cccs2)cc1	94	14	101	108[fluorescence artefact?]	16[fluorescence artefact?]	-3[fluorescence artefact?]	6	101	-3
Cn1c(=O)cc(SCC(=O)Nc2cccnc2)c2ccccc21	90	·	96	264*[fluorescence artefact?]	13[fluorescence artefact?]	-10	5	102	5
Cc1ccc(-c2noc(CCCc3ccccc3)n2)cc1	88	7	91	99	-3	37	-2	107	3
Cc1ccc(Nc2nnc(SCc3cc(=O)n4ccsc4n3)s2)c(C)c1	86	-7	91	68[fluorescence artefact?]	8	43[fluorescence artefact?]	4	72	37[fluorescence artefact?]
Brc1ccccc1-c1nnc2sc(-c3ccc4c(c3)OCCO4)nn12	17*	13	87	106	4	18	-6	72	41[fluorescence artefact?]
COc1ccc(C(=O)CSc2nnc(COc3ccccc3)n2Cc2ccco2)cc1	47	26	93	107	5	6	2	81	11
CCN1C(=O)CC(C(=O)Nc2ccc(F)cc2)SC1=Nc1ccc2c(c1)OCO2 (stereo not drawn)	85	-10	103	97	2	24	0	112	14[fluorescence artefact?]
CCOC(=O)C(C(=O)OCC)C(C)C#CCN1CCCCC1 (stereo not drawn)	89	14	102	128	3	-8	7	88	-4
CN(C)/C=C1/C=C(c2ccccc2)OC1=O	107	-8	106	117[fluorescence artefact?]	4	0	3	94	-4
COC(=O)c1ccc(C2C3=C(Nc4nnnn42)c2ccccc2OC3)cc1 (stereo not drawn)	64	16	91	108[fluorescence artefact?]	-10	2[fluorescence artefact?]	8	93	1

Structures listed so far that have two or more sulfur atoms (8):
SMILES	H69AR growth 86K	sEH act	Fibroblast inh	ERa SRC1 pot	Smad3 inh	ERb SRC1 inh	Calb biofilm kill	HUVEC inhibit	ERa SRC1 inh
COc1cc2c(cc1NC(=O)CSc1nnc(Cc3cccs3)n1C)oc1ccccc12	3.9*	-1	94	103[fluorescence artefact?]	9	21[fluorescence artefact?]	7	58	20[fluorescence artefact?]
CS(=O)(=O)N(Cc1ccccc1)c1ccc(C(=O)NCCSCc2ccco2)cc1	85	-2	98	93	1	3	8	68	5
CCN(CC)S(=O)(=O)c1cccc(C(=O)Nc2sc3c(c2C(N)=O)CCCC3)c1	85	-3	96	94	3	-10	2	81	-10
CCC1(C)Cc2c(sc3c2c(=O)n(C)c2nnc(SCc4ccccc4)n32)CO1 (stereo not drawn)	15*	2	100	191	0	10	10	70	2
CN1C(=S)SC(N(O)C(=O)Nc2cccc3ccccc23)C1(C)C (stereo not drawn)	88	-2	100	102	-7	-11	4	84	1
O=C(CSc1nc2c(sc3ccccc32)c(=O)n1CCO)NCC1CCCO1 (stereo not drawn)	85	-4	93	93	6	-14	-9	95	-6
Cc1ccc(CS(=O)(=O)CCC(=O)NCc2cccs2)cc1	94	14	101	108[fluorescence artefact?]	16[fluorescence artefact?]	-3[fluorescence artefact?]	6	101	-3
Cc1ccc(Nc2nnc(SCc3cc(=O)n4ccsc4n3)s2)c(C)c1	86	-7	91	68[fluorescence artefact?]	8	43[fluorescence artefact?]	4	72	37[fluorescence artefact?]

This is a subset; count on the stated rates, not on these rows.
